# Screening results as filed in PubChem BioAssay.
# A3G deaminase – APOBEC3G DNA deaminase inhibitors, primary screen, biochemical, fluorescence, single-stranded DNA substrate, uHTS | DNA dC->dU-editing enzyme APOBEC-3G (Homo sapiens), Q9HC16 | recombinant A3G, ssDNA deamination FAM/TAMRA fluorescence | inhibition, % at 20 µM | 330,000 tested, 0.28% active | AID 493012, 2011;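 active means inhibition of at least 40% at 20 µM, with no more than 30% in the related APOBEC3A deaminase screen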;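 further: plate controls were DMSO wells with A3G for no effect and wells lacking A3G enzyme for full effect; some compounds called inactive have numbers as strong as hits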
# Target sequence (Q9HC16 whole entry, looked up): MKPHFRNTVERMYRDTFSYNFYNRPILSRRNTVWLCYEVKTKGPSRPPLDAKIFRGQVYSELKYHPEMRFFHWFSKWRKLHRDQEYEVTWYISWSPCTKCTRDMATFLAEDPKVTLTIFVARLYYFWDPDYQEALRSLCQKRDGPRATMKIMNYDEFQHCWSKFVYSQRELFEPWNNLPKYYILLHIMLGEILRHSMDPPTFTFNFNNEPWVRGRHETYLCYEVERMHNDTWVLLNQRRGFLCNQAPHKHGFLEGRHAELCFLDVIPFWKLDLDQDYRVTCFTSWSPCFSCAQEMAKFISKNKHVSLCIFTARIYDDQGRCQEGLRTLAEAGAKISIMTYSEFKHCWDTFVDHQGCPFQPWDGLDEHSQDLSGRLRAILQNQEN
# hIAP inh – human IAP inhibitors, primary screen, biochemical, luminescence, uHTS | Intestinal-type alkaline phosphatase (Homo sapiens), P09923 | purified IAP, CDP-Star luminescence, 30 min | inhibition, % at 10 µM | 330,000 tested, 0.12% active | AID 2544, 2010;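 active means inhibition reaching a set limit with compound at 10 µM in the primary screen, cut at about 35% in these data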;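 further: plate controls were DMSO wells with enzyme for no effect and no-enzyme buffer wells for full effect; values of inactives mirror those of a sister screen read the other way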
# Target sequence (P09923 whole entry, looked up): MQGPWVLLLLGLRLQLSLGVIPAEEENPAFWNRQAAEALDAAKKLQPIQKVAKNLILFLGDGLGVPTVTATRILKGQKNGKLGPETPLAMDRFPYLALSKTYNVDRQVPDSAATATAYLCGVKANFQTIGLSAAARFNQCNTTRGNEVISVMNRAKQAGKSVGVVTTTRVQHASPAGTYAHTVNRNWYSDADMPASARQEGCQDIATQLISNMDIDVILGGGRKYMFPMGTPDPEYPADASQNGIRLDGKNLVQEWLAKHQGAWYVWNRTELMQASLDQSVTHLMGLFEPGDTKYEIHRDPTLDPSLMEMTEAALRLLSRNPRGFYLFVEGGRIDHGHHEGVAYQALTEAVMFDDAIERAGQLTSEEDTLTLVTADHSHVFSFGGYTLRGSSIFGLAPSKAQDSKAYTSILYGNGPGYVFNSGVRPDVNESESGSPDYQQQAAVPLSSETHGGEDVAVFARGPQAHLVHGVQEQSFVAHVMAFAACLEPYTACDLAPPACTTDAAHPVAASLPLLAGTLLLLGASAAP
# mIAP inh – inhibitors of mouse IAP, primary screen, biochemical, luminescence, uHTS; intestinal alkaline phosphatase [Mus musculus]; purified mouse IAP, CDP-Star luminescence, 30 min; inhibition, % at 10 µM; 330,000 tested, 0.2% active;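 active means inhibition of at least 40% at 10 µM in the primary screen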;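 further: plate controls were DMSO with enzyme for no effect and no enzyme wells for full effect; values of inactives mirror those of a sister screen read the other way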
# A3A deaminase – APOBEC3A ssDNA deaminase inhibitors, primary screen, selectivity assay for APOBEC3G inhibitor project, biochemical, FAM/TAMRA oligo cleavage fluorescence. DNA dC->dU-editing enzyme APOBEC-3A (Homo sapiens), P31941. 330,000 tested, 0.41% active. inhibition, % at 20 µM. AID 493011, 2011. recombinant A3A, FAM/TAMRA ssDNA deamination fluorescence;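 active means at least 40% inhibition at 20 µM here, with at most 30% in a related deaminase screen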;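 further: plate controls were A3A with DMSO for no effect and wells lacking A3A enzyme for full effect; some results filed as inactive read as strong as hits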
# Target sequence (P31941 whole entry, looked up): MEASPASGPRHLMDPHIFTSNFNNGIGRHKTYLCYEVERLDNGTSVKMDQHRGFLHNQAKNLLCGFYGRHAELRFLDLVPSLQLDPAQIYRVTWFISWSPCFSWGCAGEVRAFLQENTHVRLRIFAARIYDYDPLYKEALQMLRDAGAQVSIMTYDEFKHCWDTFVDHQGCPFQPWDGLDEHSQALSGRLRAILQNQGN
# beta cell repl – inducers of MIN6 beta-cell proliferation, primary screen, ATP luminescence, uHTS. MIN6 cells proliferation, ATPlite luminescence, 48 h; cells starved in 0.2% serum; 100% = growth in 10% serum. proliferation, % at 10 µM. 330,000 tested, 0.29% active. AID 2380, 2010;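 active means compounds whose signal lies at least 3.5 SD above the mean of all wells on their plate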;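 further: 0% = DMSO-treated cells in low-serum medium and 100% = 10% serum control; some compounds called inactive have numbers as strong as hits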
# NLRP3 yeast inh – NALP3 inflammasome inhibitors in reconstituted yeast, primary screen, luminescence, uHTS | Yeast reconstituted NLRP3/ASC/caspase-1, beta-gal luminescence, 24 h | 330,000 tested, 0.39% active | inhibition, % at 10 µM;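 active means inhibition of 50% or more; inactive means inhibition below 50%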;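 further: plate controls were induced DMSO wells for no effect and uninduced yeast grown without galactose for full effect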
# tim10-1 inh – growth inhibitors of tim10-1 mutant yeast, primary screen, luminescence, uHTS; AID 463190, 2010; inhibition, % at 20 µM; S. cerevisiae tim10-1 ts strain growth, BacTiter-Glo, 24 h; 330,000 tested, 2.2% active;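 active means inhibition of at least 40%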;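 further: mutant grown at 25 °C; 0% = DMSO wells with yeast and 100% = wells holding no yeast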
# mIAP activ – activators of mouse IAP, primary screen, biochemical, luminescence, uHTS; intestinal alkaline phosphatase [Mus musculus]; muIAP, CDP-Star luminescence, 30 min; hits give high values; 1 = vehicle-only enzyme signal, 0 = enzyme-free wells; activation factor at 10 µM; 330,000 tested, 0.24% active; AID 2805, 2010;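 active means activation factor of at least 2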; further: the source names both 10 and 20 µM as test concentration; values of inactives mirror those of a sister screen read the other way
#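 Assay system: mouse IAP enzyme / Compound: DMSO-dissolved test compounds / Timing: 30 min, room temperature / Measured by: luminescence from enzymatic CDP-Star hydrolysis / Control set: DMSO-only wells, enzyme-free buffer wells as negative control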
# TIM10 inh – growth inhibitors of isogenic TIM10 control yeast, primary screen, counter-screen for tim10-1 yeast inhibitor project, luminescence, uHTS | S. cerevisiae TIM10 strain growth, BacTiter-Glo luminescence, 24 h | inhibition, % at 10 µM | 330,000 tested, 1.4% active;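 active means inhibition of 40% or more at the single tested concentration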;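 further: wild-type TIM10 isogenic control strain grown at permissive 25 °C; 0% = DMSO yeast wells and 100% = minimal medium wells without yeast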
# The depositor's hits bear a star.
SMILES,A3G deaminase,hIAP inh,mIAP inh,A3A deaminase,beta cell repl,NLRP3 yeast inh,tim10-1 inh,mIAP activ,TIM10 inh
COc1ccc(C2=CC(=O)N(Nc3ccccc3)C2=O)cc1,-8.0,-2.1,6.9,-5.4,2.4,44.1,48.5*,0.931,54.4*
O=C(C1CCN(S(=O)(=O)c2ccc(Cl)cc2)CC1)N1CCN(c2ccccn2)CC1,-0.1,-4.0,-12.6,-2.5,-0.1,16.9,15.9,1.13,6.7
CCc1ccc(NC(=O)[C@@H](NC(=O)[C@@H]2Cc3ccccc3CN2)C(C)CC)cc1 (stereo partly drawn),-5.3,-26.6,-13.8,-2.9,-4.8,22.8,15.0,1.14,3.6
COc1cccc(/C=C(/C#N)c2nc3ccccc3[nH]2)c1OC(C)C(=O)O (stereo not drawn),-5.4,-11.4,-2.2,-0.3,-1.6,7.1,-4.0,1.02,2.3
COc1ccc(C(=O)n2nc(-c3ccccc3)nc2N)cc1OC,-4.7,-1.0,4.0,1.1,-0.9,2.0,23.7,0.96,23.4
CCOC(=O)N1CCN(C(=O)C2CCN(S(=O)(=O)c3cc(OC)ccc3OC)CC2)CC1,-7.5,0.0,8.7,-1.9,-1.6,15.9,-16.1,0.913,-16.2
COc1ccc(NC(=O)COc2ccc3c(c2)CCC3)cc1,-6.6,13.6,-6.1,-3.0,0.9,24.2,-16.6,1.06,5.5
Cc1ccc(CNC(=O)CS(=O)Cc2nc(-c3ccccc3F)oc2C)cc1 (stereo not drawn),-6.0,-9.7,3.1,-7.0,3.1,-2.3,29.8,0.969,3.1
Fc1ccccc1C1c2cccn2CCN1C(=S)Nc1ccc(Br)cc1 (stereo not drawn),-6.8,-3.1,-9.5,-3.1,-5.9,18.0,39.9,1.09,22.7
CC(=O)Nc1ccc(NC(=O)CN(c2cccc(C(C)=O)c2)S(C)(=O)=O)cc1,-10.6,-2.0,2.1,-1.9,-2.1,15.8,9.6,0.979,1.3
CCc1nnc(NC(=O)c2ccc(S(=O)(=O)N(CCOC)CCOC)cc2)s1,0.5,3.4,-7.0,0.4,-0.5,2.4,7.4,1.07,-5.0
COCCCNC(=O)CNC(=S)N(Cc1ccc(F)cc1)C1CCCCC1,-9.2,12.1,-11.7,-10.6,-0.7,6.6,25.6,1.12,14.9
COc1ccc2cc3cc(C(=O)NCc4ccccn4)oc3nc2c1,-0.8,10.8,-4.1,0.5,1.1,-14.9,32.6,1.04,36.4
O=[N+]([O-])c1cc([N+](=O)[O-])c2nonc2c1Nc1ccccc1O,-0.6,27.9,17.6,0.2,-1.0,35.5,-14.1,0.824,-74.2
O=C(CSc1n[nH]c(-c2ccc(Cl)cc2Cl)n1)Nc1ccccn1,8.3,-10.4,4.8,1.6,-6.4,28.5,5.3,0.952,9.7
COc1ccc(N(CC(=O)N2CCN(c3cccc(C)c3C)CC2)S(=O)(=O)c2c(C)noc2C)cc1,-4.5,-4.9,-1.9,-3.2,-2.8,14.8,6.9,1.02,7.5
Cc1ccc(S(=O)(=O)CCC(=O)Nc2ccccc2Cl)cc1,-8.5,7.6,5.1,-2.8,-0.1,13.7,9.4,0.949,9.2
COC(=O)c1ccccc1-n1c(C)nc(=O)c(-c2ccccc2)c1C,-7.7,3.6,3.0,-2.1,-0.3,24.1,0.1,0.97,-15.0
COCOc1ccc(C=O)cc1OCOC,-7.6,-16.9,-0.7,-2.9,-1.7,2.2,20.5,1.01,7.9
COc1nc(Nc2ccc(-c3nc4ccccc4o3)cc2)nc(N2CCOCC2)n1,0.9,-2.8,6.6,1.4,-3.0,30.5,18.6,0.934,-0.3
CCCCNc1nc2ccccc2n1CC(=O)Nc1ccc2c(c1)OCCO2,-7.0,-13.6,-54.9,5.3,-0.8,18.9,-8.8,1.55,-29.6
COc1cccc(OC)c1OCCOCCN1CCN(C)CC1,-3.8,6.1,-0.9,-1.7,1.1,-4.6,6.4,1.01,-26.8
CC12CC3CC(C)(C1)CC(Nc1nc(N4CCOCC4)nc4ccccc14)(C3)C2,-1.5,4.0,-40.7,1.7,-3.4,25.1,26.0,1.41,33.9
CNC(=O)CSc1nccn1Cc1ccc(Cl)cc1,-3.0,-1.4,-1.7,-0.4,0.7,16.8,7.8,1.02,-15.2
O=C(COC(=O)CCCNC(=O)c1ccc(Cl)cc1)Nc1ccc(Br)cc1,0.7,-16.2,-13.2,3.9,-1.6,6.9,-15.0,1.13,-39.2
CS(=O)(=O)Cc1ccc(C(=O)NC2CCN(Cc3ccccc3)C2)cc1 (stereo not drawn),-14.2,-7.4,2.2,-1.8,-2.8,16.0,-0.8,0.978,-8.8
CCC(=O)Oc1ccc(-c2nc(-c3cccnc3)no2)cc1,-7.9,8.4,2.7,1.5,-3.3,12.0,46.7*,0.973,37.6
Cc1ccc(NC(=O)c2ccc3c(c2)S(=O)(=O)c2ccccc2C3=O)cc1S(=O)(=O)N1CCOCC1,-2.0,2.1,9.6,4.3,-2.2,11.8,-8.9,0.904,-34.2
O=C1CCc2cc(NS(=O)(=O)c3ccccc3)cc3c2N1CC3,-4.3,-6.3,-1.5,0.1,3.1,-2.2,-19.5,1.01,-4.9
COc1cccc2cc(-c3nc4ccccc4[nH]3)c(=O)oc12,-4.0,4.4,-0.4,-3.5,-4.3,57.0*,-31.4,1,54.1*
Cn1c(Nc2ccccc2)nc2ccccc21,-1.8,-13.9,0.1,0.0,-2.1,24.7,-3.2,0.999,-3.0
COc1ccc(NC(C)=O)cc1NC(C)C(=O)Nc1ccc(F)c(F)c1F (stereo not drawn),-1.9,-8.8,2.9,2.8,0.1,-5.9,-3.1,0.971,-9.5
CCCc1cc(Nc2ccccc2C)n2ncnc2n1,-4.9,-20.3,1.4,-6.4,1.5,15.2,4.4,0.986,-3.3
c1coc(CNCC2OCCc3ccccc32)c1 (stereo not drawn),1.9,4.6,-0.6,3.3,0.6,10.1,-7.4,1.01,-15.0
Cc1ccc(C(=O)N/C(=C\c2ccc(-c3ccccc3[N+](=O)[O-])o2)C(=O)NCCN(C)C)cc1,-4.4,-21.0,1.4,-6.9,-5.2,31.0,15.0,0.986,23.8
CC(C)c1nc(SCC(=O)N2CCN(c3ccccc3)CC2)c2c(=O)n(C)c(=O)n(C)c2n1,1.7,7.8,-3.0,5.5,-5.0,-13.6,18.4,1.03,7.7
Cc1cccc(NC(=O)Nc2ccc(S(=O)(=O)Nc3onc(C)c3C)cc2)c1,-4.7,3.5,-89.0,-2.0,-1.4,18.5,-1.2,1.89,4.5
CC(C)C(C(=O)NCC1CCCO1)N(C(=O)CNS(=O)(=O)c1ccccc1)c1ccc(F)cc1 (stereo not drawn),-5.0,-29.6,-19.8,-2.8,-1.4,3.0,-6.3,1.2,-4.0
COc1ccc(CNC(=O)CCn2ccc3cc(S(=O)(=O)N4CCCC4)ccc32)cc1,1.5,-5.1,-1.7,4.6,-3.7,17.3,5.0,1.02,-2.9
Cc1nc2nc(Cc3ccccc3)[nH]n2c(=O)c1Cl,3.6,-25.3,0.4,-2.7,-2.2,14.2,19.6,0.996,-3.1
Nc1ncnc2c1ncn2C1OC(C(=O)NC2CC2)C(O)C1O (stereo not drawn),1.8,-16.8,-21.2,1.0,-7.8,3.0,21.8,1.21,2.0
Cc1cc(C)nc(NC(=O)c2cc3ccccc3o2)n1,-3.7,1.1,3.8,1.3,-1.5,11.0,16.9,0.962,19.2
COc1cc(NC(=O)CSc2nc3[nH]ncc3c(=O)n2-c2ccccc2C)cc(OC)c1OC,-4.5,-18.5,5.2,-1.1,0.0,-1.4,17.5,0.948,3.0
O=C(COc1ccc2ccccc2c1)N/N=C/c1ccccn1,-8.1,-39.3,-5.4,-0.3,0.7,10.0,28.0,1.05,15.3
Cc1cc(C)c(C)c(S(=O)(=O)NCCCN2CCCC2=O)c1C,-4.3,-7.9,0.4,-0.6,1.9,12.1,-1.7,0.996,1.2
CCn1c(=N)n(CC(=O)C23CC4CC(CC(C4)C2)C3)c2ccccc21,-4.9,-11.0,2.2,-0.5,-3.0,-2.2,15.7,0.978,19.7
Nc1ccc(C(CC(=O)O)n2cccc2)cc1 (stereo not drawn),3.7,-5.7,2.6,8.0,-3.9,-11.5,18.1,0.974,9.9
Cc1ccc([N+](=O)[O-])cc1N/C=C1\CCCCC1=O,-4.1,10.1,2.6,-4.5,-2.5,20.4,-10.2,0.974,-30.1

# Entries of single compounds as entered above. Order of screens: A3G deaminase, hIAP inh, mIAP inh, A3A deaminase, beta cell repl, NLRP3 yeast inh, tim10-1 inh, mIAP activ, TIM10 inh
# Listed for `Cc1cc(C)nc(NC(=O)c2cc3ccccc3o2)n1` → -3.7, 1.1, 3.8, 1.3, -1.5, 11.0, 16.9, 0.962, 19.2
# Listed for `CC(C)C(C(=O)NCC1CCCO1)N(C(=O)CNS(=O)(=O)c1ccccc1)c1ccc(F)cc1` (stereo not drawn) → -5.0, -29.6, -19.8, -2.8, -1.4, 3.0, -6.3, 1.2, -4.0

# Continued:
SMILES,A3G deaminase,hIAP inh,mIAP inh,A3A deaminase,beta cell repl,NLRP3 yeast inh,tim10-1 inh,mIAP activ,TIM10 inh
COc1cccc(NC(=O)Cn2nnc(C(=O)NCc3cccs3)c2N)c1,-2.3,-7.3,2.2,-1.2,-2.1,2.7,17.9,0.978,3.3
Clc1ccc(Nc2nc(-c3ccncc3)cs2)cc1,-5.0,-1.5,-2.0,-0.1,-1.2,5.5,7.9,1.02,7.8
COc1ccc(CC(=O)N(Cc2ccccc2)c2cccc(C)c2)cc1OC,-11.8,-3.5,-1.7,-4.2,0.8,7.7,12.5,1.02,-4.1
COc1ccccc1C(=O)NC(=O)COC(=O)C1CC2CCCC(C1)C2=O (stereo not drawn),-2.9,-11.9,9.1,2.5,0.7,4.9,-3.7,0.909,-6.0
CCCSc1nc2c(cnn2-c2ccc(Cl)cc2)c(=O)[nH]1,-2.5,12.5,-4.2,-2.7,-0.6,9.0,5.9,1.04,-4.0
CCC(=O)N(Cc1cc(=O)[nH]c2ccccc12)c1cccc(C)c1,-0.6,-3.9,0.4,-0.4,-5.1,1.8,17.6,0.996,-4.9
O=C(Nc1ccccc1)Nc1ccc2ccccc2n1,-8.9,0.7,4.2,-0.1,0.6,11.7,-11.6,0.958,6.0
N#CC1=C(N)Oc2n[nH]c(-c3ccccc3)c2C1c1ccsc1 (stereo not drawn),0.2,-20.2,8.2,-4.0,-4.1,18.1,6.0,0.918,-6.2
CN(C)c1ccc(NC(=O)Nc2csc3ccccc23)cc1,-2.2,-100.0,-35.9,-3.9,-2.8,24.2,-17.4,1.36,-18.6
CCc1ccc(CNC(=O)C2CCCN(S(=O)(=O)N(CC)c3ccccc3)C2)cc1 (stereo not drawn),0.1,-4.4,-10.8,-2.3,-2.4,7.5,26.7,1.11,26.1

# This is a random part of the collection; 4.6% or so of the library scored in one or more.
